# Screens (PubChem BioAssay)
# L929 necroptosis = inhibitors of zVAD-triggered necroptosis, primary screen, L929 cells; AID 1377, 2008; viability rescue, % at 10 µM; L929 zVAD necroptosis rescue, ATP luminescence, 24 h; with zVAD 60 µM; 220,000 tested, 0.38% active;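 active = activation, scaled between plate controls, above about 75%, limit read from the data; inactive = activation under that limit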;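 note: 0% = zVAD with DMSO and 100% = DMSO alone without zVAD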
# TNF necrop inh = inhibitors of TNF-alpha triggered necroptosis, primary screen, cell-based, Jurkat FADD-/-, single concentration; Jurkat FADD-/- TNF necroptosis rescue, ATP luminescence, 24 h; 0 = TNF only, 100 = no-TNF cells; 220,000 tested, 0.068% active; activation (protection from cell death), % at 10 µM; AID 463075, 2010;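 active = activation, meaning protection from cell death, of at least 50% relative to plate controls; inactive = activation below 50%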;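 note: necroptosis triggered by 40 ng/mL TNF-alpha added together with compound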
# FXIa inh 1536 = human FXIa protease inhibitors, primary screen, biochemical, 1536-well; purified FXIa, Boc-Glu-Ala-Arg-AMC fluorogenic substrate; inhibition, % at 5 µM; Coagulation factor XI (Homo sapiens), P03951; 220,000 tested, 0.14% active;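 active = inhibition of at least 40%; inactive = inhibition below 40%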;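 note: fluorescence of freed AMC excited at 355 nm; 0% = enzyme without compound and 100% = no enzyme blank; many of its hits are not listed in these tables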
# EP2 antag = human EP2 receptor antagonists, primary screen, TR-FRET cAMP, C6 glioma cells | C6 glioma cells expressing human EP2; cells stimulated with saturating PGE2 | inhibition, % at 25 µM | 260,000 tested, 0.52% active | AID 1422, 2008;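 active = percent inhibition above 40 after rounding to a whole number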;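 note: rat C6 glioma host cells with rolipram phosphodiesterase inhibitor present; the protocol text gives 20 µM as final concentration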
# Target sequence (P43116 whole entry, looked up): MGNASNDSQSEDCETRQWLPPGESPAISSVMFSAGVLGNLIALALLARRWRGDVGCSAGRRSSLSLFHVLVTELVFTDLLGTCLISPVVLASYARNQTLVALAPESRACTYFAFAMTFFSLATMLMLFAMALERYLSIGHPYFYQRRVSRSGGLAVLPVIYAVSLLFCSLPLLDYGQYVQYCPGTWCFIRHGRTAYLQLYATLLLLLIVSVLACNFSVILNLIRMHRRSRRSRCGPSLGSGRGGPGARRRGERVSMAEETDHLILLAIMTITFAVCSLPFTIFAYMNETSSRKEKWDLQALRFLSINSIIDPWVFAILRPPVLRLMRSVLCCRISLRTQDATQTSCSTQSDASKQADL
# CHOP inh = inhibitors of CHOP promoter induction, primary screen, cell-based, unfolded protein response, luciferase reporter | 220,000 tested, 3.8% active | CHO-K1 CHOP-promoter luciferase, tunicamycin-induced, 15-18 h | AID 2732, 2010 | inhibition, % at 10 µM;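 active = compounds that reduced the stress-induced luciferase reporter signal by more than about 70% of percent inhibition, limit read from the data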;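 note: 0% = tunicamycin plus vehicle and 100% = wells without tunicamycin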
# Tb hexokinase = Trypanosoma brucei hexokinase 1 inhibitors, primary screen, biochemical, G6PDH-coupled NADH absorbance, MLSCN library; AID 1430, 2008; hexokinase 1 [Trypanosoma brucei]; inhibition, % at 10 µM; 220,000 tested, 0.11% active; recombinant TbHK1, G6PDH-coupled NADH A340;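 active = inhibition of 50% or more in the single-dose primary screen; inactive = inhibition below 50%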
# PPC-1+TRAIL kill = compounds killing PPC-1 cancer cells with TRAIL present, primary screen, TRAIL potentiator project, ATPLite luminescence, uHTS; PPC-1 cells + TRAIL, ATPLite viability luminescence; cell killing (% activity), % at 4 µM; 220,000 tested, 0.41% active; AID 1443, 2008;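 active = cell killing above 50% in the first pass at 4 µM, then a duplicate retest at 5 µM averaging 50% or more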;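 note: plate controls were cells with TRAIL plus DMSO for no effect and medium-only wells lacking cells for full effect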
# Wee1 stabilizer = Wee1 degradation inhibitors, primary screen, cell-based, HeLa, Wee1K328M-luciferase, luminescence; Wee1-like protein kinase (Homo sapiens), P30291; HeLa Luc-Wee1K328M stability; 100% = proteasome inhibitor MG132 effect; reporter increase, % at 5 µM; 220,000 tested, 1.2% active; AID 1321, 2008;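 active = activation above the mean of all tested compounds plus 3 SD, set per screening run, cut at about 8.8% in these data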;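 note: cells exposed to compound for 20 h before luminescence read; 0% = DMSO alone and 100% = MG132 at 30 µM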
# Target sequence (P30291 whole entry K328M): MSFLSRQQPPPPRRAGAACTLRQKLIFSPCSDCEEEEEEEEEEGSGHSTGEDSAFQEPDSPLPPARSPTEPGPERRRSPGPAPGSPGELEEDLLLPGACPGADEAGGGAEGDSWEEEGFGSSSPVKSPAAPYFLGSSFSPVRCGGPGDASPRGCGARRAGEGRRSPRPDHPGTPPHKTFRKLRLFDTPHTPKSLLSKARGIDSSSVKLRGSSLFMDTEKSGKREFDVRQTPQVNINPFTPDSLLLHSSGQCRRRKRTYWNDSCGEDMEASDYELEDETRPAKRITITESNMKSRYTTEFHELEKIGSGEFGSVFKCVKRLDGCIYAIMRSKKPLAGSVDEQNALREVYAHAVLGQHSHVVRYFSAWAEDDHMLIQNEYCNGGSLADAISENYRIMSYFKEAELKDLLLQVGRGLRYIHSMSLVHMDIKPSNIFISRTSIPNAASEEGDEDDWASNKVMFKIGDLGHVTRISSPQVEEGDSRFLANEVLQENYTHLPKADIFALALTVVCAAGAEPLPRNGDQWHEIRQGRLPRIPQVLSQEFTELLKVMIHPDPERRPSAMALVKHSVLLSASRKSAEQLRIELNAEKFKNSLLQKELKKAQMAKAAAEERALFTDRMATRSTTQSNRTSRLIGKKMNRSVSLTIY
# FXIIa inh = human FXIIa protease inhibitors, primary screen, biochemical, 1536-well | Coagulation factor XII (Homo sapiens), P00748 | purified FXIIa, Boc-QGR-AMC fluorogenic substrate, 2 h | 220,000 tested, 0.3% active | inhibition, % at 5 µM; in the data active = inhibition above about 40%;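 note: 0% = enzyme with no compound and 100% = blank without enzyme; many of its hits are not listed in these tables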
# The depositor's hits bear a star; · = no result given; & = joins results of further samples. This is a subset. The share of hits here may be higher or lower than overall.
canonical_smiles	Tb hexokinase	PPC-1+TRAIL kill	Wee1 stabilizer	CHOP inh	FXIIa inh	TNF necrop inh	EP2 antag	FXIa inh 1536	L929 necroptosis
CN(C)S(=O)(=O)c1ccc(S(=O)(=O)N(Cc2ccco2)Cc2ccccc2Cl)cc1	2	-7	1	-15	-6	1.2	10	-6	0.2
CC1CCc2c(sc3nc(CSc4n[nH]c(N)n4)[nH]c(=O)c23)C1 (stereo not given)	-3	8	2	13	5	1.8	7	-1	0.3
CCCOC(=O)C1C2C=CC(C3CC23)C1C(=O)OCC(=O)c1ccccc1 (stereo not given)	19	-6	-3	45	13	-2.5	9	3	-0.1
O=C(COCc1ccccc1)N[C@@H](Cc1ccc(O)cc1)C(=O)O	-1	11	6	18	12	0.3	11	2	0.2
COc1ccc(CCNC(=O)CSc2nncs2)cc1	33	14	0	14	13	1.5	7	4	0.8
Cn1ccnc1SCCNC(=O)CCc1nnc(CCCCc2ccccc2)o1	-6	1	4	7	12	-0.4	5	6	-0.4
COC(=O)c1ccc(NC(=O)CCN2CCN(Cc3ccccc3)CC2)cc1	1	36	2	36	11	3.0	7	8	-0.3
CSc1ccc(/C=C(/NC(=O)c2ccc(C)cc2)C(=O)Nc2cccc(C)c2)cc1	10	-12	0	28	-4	0.9	3	-8	1.2
Cc1ccccc1NC(=S)N/N=C/C(C)c1ccccc1 (stereo not given)	-5	11	2	18	12	-0.4	7	1	6.8
COc1cccc(C(=O)NCC(=O)OCC(=O)Nc2ncc(Cl)cc2Cl)c1	13	3	-2	12	9	-0.6	6	6	-0.4
COc1cccc(C(=O)CSc2nc3cccnc3n2C)c1	-2	19	-2	38	12	-1.4	6	5	0.1
COc1ccc(S(=O)(=O)N2CCCC(C(=O)NCc3ccncc3)C2)cc1 (stereo not given)	5	0	-3	18	-3	1.9	11	-1	0.2
O=C(NCc1ccc2c(c1)OCO2)C1CCCN1C(=O)Nc1ccc(F)cc1 (stereo not given)	-5	16	0	34	15	-0.3	7&3	3	0.9
Cc1ccnc(SCc2cc(=O)c(OC(=O)c3ccc(S(=O)(=O)N4CCCC4)cc3)co2)n1	-3	9	-3	16	13	-2.4	10	1	-0.3
c1ccc(-c2nn3c(Cn4nnc5ccccc54)nnc3s2)nc1	5	11	-1	4	13	-2.0	13	3	-0.1
O=C(NCc1ccncc1)c1cc(-c2ccc(Cl)cc2)oc1C(F)(F)F	-14	-3	3	23	8	-2.4	7	3	0.6
Cc1ccc(S(=O)(=O)NC(=O)NCc2ccc3c(c2)OCO3)cc1	2	11	-3	10	14	-1.4	7	1	0.9
COC(C[C@@H](O)[C@H](C)[C@H](O)COCc1ccccc1)OC	-3	19	·	1	5	-1.0	24	-4	0.4
CCOC(=O)c1[nH]c2ccccc2c1NC(=O)c1nonc1C	2	-16	0	39	-12	0.1	7	-4	1.1
CCOCCCn1c(C)nc2c(c1=O)c1nc3ccccc3nc1n2-c1ccc(C)cc1	-7	-12	0	-6	-6	-1.3	6	-6	0.1
O=C(Nc1ccc(-c2nc3ccccc3[nH]2)cc1)c1cccc(N2C(=O)CCC2=O)c1	-12	6	0	18	-1	5.6	6	-3	5.8
COC(=O)CSc1nnc(Cc2ccccc2)n1-c1ccc(C)cc1	-6	6	0	-4	4	-0.2	17	8	-1.3
COc1cc(C2NC(=O)C(C#N)=C(S)N2c2ccccc2)ccc1OC(C)C (stereo not given)	-15	-4	-1	25	10	-0.7	16&2	-2	0.2
Clc1ccc(-c2cnn3c(-c4ccncc4)ccnc23)cc1	-5	42	2	62	-1	-2.9	6	-5	28
CC(C)OC(=O)/C(C#N)=C/c1cn(C)c2ccccc12	-16	2	7	-3	3	0.4	7	0	-0.1
CCCCCCOc1ccc(N2C(=O)CC(NCc3ccc(S(N)(=O)=O)cc3)C2=O)cc1 (stereo not given)	-31	2	4	0	9	0.1	3	-5	-0.4
CCOC(=O)Nc1ccc2c(c1)N(C(=O)N(CC)CC)c1ccccc1CC2	8	22	-2	33	-3	0.1	1	-8	·
COc1c(C)cc(C(=O)C2CCCN(Cc3c(C)n(C)n(-c4ccccc4)c3=O)C2)cc1C (stereo not given)	9	0	-2	-17	14	-0.5	5	12	-1.1
O=C(NCC(c1ccco1)N1CCN(c2ccccc2)CC1)OCc1ccccc1 (stereo not given)	2	-3	2	27	5	-0.1	39	4	-0.9
Cc1cnn(-c2cc(N/N=C/c3ccccc3F)ncn2)c1	-4	23	6	-5	23	-0.4	·	15	0.0

# Further entries
canonical_smiles	Tb hexokinase	PPC-1+TRAIL kill	Wee1 stabilizer	CHOP inh	FXIIa inh	TNF necrop inh	EP2 antag	FXIa inh 1536	L929 necroptosis
O=C(COc1ccc(Cl)cc1)NCc1nnc(SCC(=O)NC2CCCCC2)o1	-5	12	-4	32	-6	-0.8	17	0	0.3
Cc1ccc2c([N+](=O)[O-])c(C)ccc2n1	-1	5	-1	2	11	-4.4	4	5	0.6
COC(=O)c1c(C)oc(C)c1S(=O)(=O)NC(C)(C)C	-5	-9	3	-1	2	2.8	12	1	0.3
Cc1cccc(NC(=O)c2ccccc2NC(=O)Cc2ccccc2)c1C	2	·	-2	51	5	-2.4	8	5	0.5
CCN(CC)CCn1c(NCc2cccc(OC)c2)nc2ccccc21	-1	3	-1	0	14	1.1	8&9	4	-1.4
CSCCC(NC(=O)C1CC1)c1nc2ccccc2[nH]1 (stereo not given)	-8	12	-1	11	16	-2.3	5	7	0.4
COc1ccc(C2(C(=O)Nc3ccccc3)CCOCC2)cc1	8	-3	0	12	4	1.4	4	-3	0.7
CCCCNC(=O)CCn1c(=O)c2ccccc2n(Cc2ccccc2C)c1=O	2	-3	-2	6	5	2.5	7	-1	0.3
CCOC(=O)CNC(=O)c1c(C)nn(-c2ccccc2)c1Cl	-1	24	-2	27	3	0.2	3&10	1	-0.1
COc1ccccc1/C=N/NC(=O)CCSc1ccccc1	-10	-5	3	0	1	2.0	17	-7	1.0
COc1c(Cl)cc(-c2noc(C)c2C(=O)NC(C)C)cc1Cl	4	-13	0	-9	10	1.2	10	4	·
CC(C)Cn1c(-c2ccco2)n[nH]c1=S	4	4	1	-28	-4	1.0	5	-6	0.9
CCOC(=O)CN1C(=O)N[C@@H](c2ccccc2)C(C(=O)OC)=C1C	3	18	-2	-1	10	0.6	10	1	3.3
CC(C)CNC(=S)NC(=O)c1ccc(Cl)cc1	-1	4	5	-5	14	1.0	3	8	0.2
CCCCCCNC(=O)C(C#N)c1nc2ccccc2nc1N1CCCC1 (stereo not given)	14	22	4	22	7	2.2	10	-6	0.7
COc1cc(/C=C2\SC(=O)N(c3ccccc3Cl)C2=O)cc([N+](=O)[O-])c1O	-2	-16	-4	9	9	-0.7	8	3	-0.6
COc1ccc(OC)c(/C=N/Nc2cc(C)nc(N3CCOCC3)n2)c1	-43	13	0	-5	40*	-4.4	2	34	-0.1
COc1ccc(Nc2ccc(S(=O)(=O)N3CCCCC3)cc2[N+](=O)[O-])cc1Cl	-1	15	-3	28	2	2.4	6	6	0.0
O=C(NCCc1ccccc1)NC1CCCCC1	3	6	-1	12	11	3.4	14	5	0.2
CCOC(=O)C1CCCN(c2c(NCCc3ccc(S(N)(=O)=O)cc3)c(=O)c2=O)C1 (stereo not given)	-6	18	1	5	10	0.7	11	-6	3.4
COCCOC(=O)c1c(C)oc2ccc(NS(=O)(=O)c3cccs3)cc12	0	3	1	16	11	1.7	6	-3	0.6
CC(=O)Nc1ccc(NC2=CC(=O)CC(C)(C)C2)cc1	-27	-2	0	13	7	-1.1	14	3	-0.8
O=C(Cc1cccs1)Nc1nnc(-c2ccc(F)cc2)s1	-10	9	3	-21	6	8.5	6	0	2.7
O=C(O/N=C1/CCCc2occc21)c1ccc(F)cc1	1	-8	2	-5	6	-0.2	6	-1	2.6
CCOC(=O)Cc1c(C)nc2c(-c3ccc(Cl)cc3)cnn2c1C	-14	8	-1	25	5	1.1	3	-2	12
Cc1cn(C(=O)C(C)N2C(=O)c3ccccc3C2=O)c(C)n1 (stereo not given)	-6	5	-3	34	7	-0.1	16	-8	0.0
COc1ccc2c(c1)c1ncn(Cc3ccccn3)c(=O)c1n2C	-19	-7	2	19	-2	5.3	10	-4	1.4
CCOC(=O)c1ccc(S(=O)(=O)NNC(=O)c2cccc(N(C)C)c2)cc1	-4	2	5	8	4	-0.1	3	-3	4.0
Cc1ccc2nc3c(c(C(=O)OC4CCOC4=O)c2c1)CCCC3 (stereo not given)	-9	23	-2	-14	11	1.1	4	3	1.1
Cc1cc(C)cc(C(=O)NCC(=O)OCC(=O)NCc2ccco2)c1	0	2	0	-15	17	-0.4	7	4	-0.6

# Rewritten with each value named: 2 of the compounds above
CSCCC(NC(=O)C1CC1)c1nc2ccccc2[nH]1 (stereo not given)
- Tb hexokinase: -8
- PPC-1+TRAIL kill: 12
- Wee1 stabilizer: -1
- CHOP inh: 11
- FXIIa inh: 16
- TNF necrop inh: -2.3
- EP2 antag: 5
- FXIa inh 1536: 7
- L929 necroptosis: 0.4
COC(=O)c1c(C)oc(C)c1S(=O)(=O)NC(C)(C)C
- Tb hexokinase: -5
- PPC-1+TRAIL kill: -9
- Wee1 stabilizer: 3
- CHOP inh: -1
- FXIIa inh: 2
- TNF necrop inh: 2.8
- EP2 antag: 12
- FXIa inh 1536: 1
- L929 necroptosis: 0.3

# Other structures follow:
canonical_smiles	Tb hexokinase	PPC-1+TRAIL kill	Wee1 stabilizer	CHOP inh	FXIIa inh	TNF necrop inh	EP2 antag	FXIa inh 1536	L929 necroptosis
N/C(=N\OC(=O)COc1ccccc1Cl)c1ccc(Cl)cc1	1	6	-1	65	0	-0.9	11	-5	0.2
O=C(c1ccccc1)N1CCN(c2ccc(NCc3ccc4c(c3)OCO4)cc2)CC1	-3	19	0	45	11	-0.4	7	7	-0.4
Cc1nn(C)c(C)c1CNC(=O)Nc1cccc(Cl)c1C	0	7	0	10	3	1.0	10	-3	6.0
COc1ccc(CCNC(=O)CSc2ccccc2)cc1OC	-3	-4	-2	-10	1	1.3	15	-8	2.1
CCn1c(=O)ccc2cc([N+](=O)[O-])ccc21	-18	3	4	19	8	-1.0	6	0	6.8
Cc1cc(C)c(S(=O)(=O)N2CCCCC2)c(C)c1N(C)S(=O)(=O)c1ccc(Cl)cc1	0	5	0	2	23	1.3	8	22	1.6
C=CCn1c(=O)c2ccccc2n2c(SCC(=O)NCc3cccs3)nnc12	-1	28	-2	49	-3	2.1	4	-6	0.0
O=C(CCOc1ccccc1)Nc1ccccc1	-4	34	-1	-3	11	1.3	9	14	0.0
CCc1nc(C)cn1S(=O)(=O)c1cc(C)c(OC)cc1C	3	-9	-2	5	3	1.1	12	-3	0.9
C(=N\N1CCOCC1)/c1cn(-c2ccccc2)nc1-c1ccccc1	-13	22	-1	-14	1	-3.2	7	-1	-0.7
CCOc1ccc(Nc2nc3c(c(=O)[nH]2)CCC3)cc1	-6	3	-2	14	5	-0.5	3	3	3.6
COC(=O)Cn1c2ccccc2c2nc(C)sc21	-2	10	6	-6	15	-1.5	14	4	-0.2
Cc1nc2c([nH]c3ccc(Br)cc32)s1	6	18	0	24	6	0.9	3	1	1.1
